# MCL1 BIM primary: inhibitors of human MCL1 binding to BIM-BH3 peptide; GST-MCL1 / FITC-Bim-BH3 fluorescence polarization; inhibition, % at 10.9 µM; 320,000 compounds, 0.68% hits; AID 2057;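 active = inhibition above the mean inhibition of all tested compounds plus 3 SD, set per campaign, cut at about 40% in these data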;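 also: 0% = DMSO wells and 100% = unlabeled Bim-BH3 peptide control; higher means more loss of mP so more displacement of Bim peptide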
# GSTO1 counter: blocks human GSTO1 in RBBP9 counter-screen | P78417 | inhibition, % at 5.96 µM | 300,000 compounds, 1.1% hits | recombinant GSTO1, activity-based probe fluorescence polarization;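 active = inhibition above the campaign mean inhibition plus 3 SD, cut at about 35% in these data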;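 also: 0% = GSTO1-1 with DMSO and 100% = wells lacking GSTO1-1 enzyme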
# TPT1 inhibitor: blocks Candida albicans tRNA 2'-phosphotransferase | recombinant caTPT1, FP RNA substrate dephosphorylation | inhibition, % at 5 µM | 300,000 compounds, 0.81% hits | AID 1962;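 active = inhibition above the mean of all tested compounds plus 3 SD, set per screening campaign, cut at about 24% in these data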;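 also: plate controls were DMSO alone for no effect and ferristatin control at 100 nM for full effect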
# Bcl-xL primary: blocks human Bcl-xL binding to Bim BH3 peptide; GST-Bcl-xL / FITC-Bim BH3 peptide fluorescence polarization; inhibition, % at 10.9 µM; 320,000 compounds, 0.7% hits; AID 2129;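 active = inhibition above the mean of all tested compounds plus 3 SD, cutoff set per campaign, cut at about 30% in these data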;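 also: 0% = DMSO wells and 100% = unlabeled Bim-BH3 peptide competitor; inhibitors lower millipolarization by displacing the labeled peptide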
# GLD-1 TGE inh: GLD-1-TGE RNA interaction inhibition (C. elegans); Q17339; purified GLD-1 + fluorescein TGE RNA, fluorescence polarization; inhibition, % at 5.96 µM; 320,000 compounds, 0.44% hits; AID 2280;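 active = percent inhibition above a per-plate cutoff, the plate mean of test compounds plus 3 SD, cut at about 30% in these data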;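 also: 0% = DMSO wells with GLD-1 and probe and 100% = wells lacking GLD-1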
# Target sequence (Q17339 whole entry, looked up): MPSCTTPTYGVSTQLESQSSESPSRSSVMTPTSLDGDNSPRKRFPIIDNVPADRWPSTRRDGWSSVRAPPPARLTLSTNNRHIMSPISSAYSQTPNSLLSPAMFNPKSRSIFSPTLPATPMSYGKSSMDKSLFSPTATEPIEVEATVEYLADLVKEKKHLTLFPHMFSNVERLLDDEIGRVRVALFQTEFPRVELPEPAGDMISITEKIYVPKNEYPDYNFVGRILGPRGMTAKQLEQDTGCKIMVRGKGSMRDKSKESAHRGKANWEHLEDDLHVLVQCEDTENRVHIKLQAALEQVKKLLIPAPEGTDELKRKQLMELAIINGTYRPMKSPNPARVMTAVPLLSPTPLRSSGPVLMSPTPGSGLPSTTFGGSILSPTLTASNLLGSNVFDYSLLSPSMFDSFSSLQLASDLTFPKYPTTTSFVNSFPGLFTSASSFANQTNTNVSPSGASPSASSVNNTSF
# PME-1 primary: blocks human protein phosphatase methylesterase 1; Q9Y570; recombinant PME-1, FP-Rh probe fluorescence polarization; inhibition, % at 5.9 µM; 320,000 compounds, 0.53% hits; AID 2130;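 active = inhibition above the campaign mean of all compounds plus 3 SD, cut at about 26% in these data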;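 also: competitive labeling of PME-1 active site by serine hydrolase directed probe; 0% = PME-1 with DMSO and 100% = wells lacking PME-1 enzyme; inhibitors block probe labeling so polarization falls and inhibition rises; many of its hits are not listed in these tables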
# Target sequence (Q9Y570 whole entry, looked up): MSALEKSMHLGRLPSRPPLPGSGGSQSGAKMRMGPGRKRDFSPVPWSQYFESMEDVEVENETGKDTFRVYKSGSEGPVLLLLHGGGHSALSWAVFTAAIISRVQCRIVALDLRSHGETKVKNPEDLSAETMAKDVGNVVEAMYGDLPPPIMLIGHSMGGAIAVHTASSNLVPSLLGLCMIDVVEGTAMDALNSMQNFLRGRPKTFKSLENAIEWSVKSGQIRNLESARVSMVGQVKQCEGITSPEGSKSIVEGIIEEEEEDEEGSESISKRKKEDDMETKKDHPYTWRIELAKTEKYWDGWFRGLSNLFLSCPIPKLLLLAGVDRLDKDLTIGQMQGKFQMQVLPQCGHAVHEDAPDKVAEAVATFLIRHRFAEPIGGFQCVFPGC
# PAD4 inh: blocks human protein arginine deiminase 4 | Q9UM07 | recombinant PAD4, RCA probe fluorescence polarization | inhibition, % at 6.36 µM | 330,000 compounds, 0.41% hits | AID 485272;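 active = percent inhibition above a cutoff equal to the mean of all tested compounds plus 3 SD, cut at about 15% in these data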;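 also: 0% = PAD4 with RCA probe and DMSO and 100% = probe without PAD4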
# Fam108B counter: blocks mouse Fam108B hydrolase in RBBP9 counter-screen | recombinant Fam108B, FP-Rh probe fluorescence polarization | inhibition, % at 9.51 µM | 300,000 compounds, 0.33% hits | AID 1947;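 active = inhibition above the screen mean inhibition plus 3 SD, computed separately per campaign, cut at about 18% in these data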;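 also: inhibitors lower polarization as less probe binds the enzyme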
# MEX-5 binding: C. elegans MEX-5 TCR-2 RNA binding activity; MEX-5/FITC-TCR2 RNA binding, fluorescence polarization; hits give low values; activity score (negative = inhibition of binding), % at 10 µM; 300,000 compounds, 0.38% hits; Q9XUB2;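 active = inhibition past about -25% in most replicates, and total fluorescence under double the plate's negative control median, limit read from the data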;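 also: 0% = DMSO and -100% = 5 µM competing unlabeled TCR2 RNA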
# * = called active by the depositor; x = no result given.
SMILES,MCL1 BIM primary,GSTO1 counter,TPT1 inhibitor,Bcl-xL primary,GLD-1 TGE inh,PME-1 primary,PAD4 inh,Fam108B counter,MEX-5 binding
Cc1nn(-c2ccccc2)c(C)c1/C=N/NC(=O)CSc1nc2ccccc2c(=O)n1-c1ccccc1,7,4,0,-1,4,-116,-3,-19,-1.6
O=C(Nc1ccccc1C(=O)NCc1ccccc1)C1=CSCCO1,3,-6,-2,-5,-3,0,0,1,3.2
COc1ccc2c(c1)/C(=N/N1C(=O)c3ccccc3C1=O)C(=O)N2,2,2,-4,3,9,-1,-1,-4,-1.0
Cc1ccc(C(=O)NC(=S)Nc2cccnc2Cl)cc1,9,-2,1,5,-4,-2,1,0,-0.5
CCOc1cccc(-c2c(C(=O)N/N=C/c3cccs3)nnn2-c2nonc2N)c1,7,-14,0,5,-4,0,-4,-1,-1.7
COC(=O)c1ccc(NS(=O)(=O)c2c(C)[nH]c(C)c2C(=O)N2CCCC2)cc1,2,4,-3,2,2,-2,-3,-1,-0.6
COc1ccc(CN2CCN(C(=O)CC(C)C)CC2)cc1,6,6,-1,3,0,4,3,0,-0.6
Cn1c(N2CCCCC2)nc2c1c(=O)[nH]c(=O)n2C,-7,1,0,6,3,-2,-1,-2,-0.6
O=C(c1ccccc1)c1ccc(C(=O)N2CCCC(C(F)(F)F)C2)cc1 (configuration not stated),-4,0,-3,3,9,-2,0,-1,1.4
Cc1csc2ncnc(N3CCN(C(=S)Nc4ccc(F)cc4F)CC3)c12,10,10,-1,11,-5,8,-5,-1,-2.6
CCCc1nc2ccccc2c(=O)n1/N=C/c1ccccc1O,1,1,0,0,11,0,-5,1,0.9
NC(=O)C(=O)N/N=C/c1c2ccccc2cc2ccccc12,-9,-1,-2,-3,-11,-3,-1,-3,-11
CCNC(=O)N1CCN(S(=O)(=O)c2ccc3c(c2)OCCCO3)CC1,5,x,x,6,5,-2,-6,x,x
CCOC(=O)c1c(NC(=O)CSc2nnc(-c3ccccc3C)n2C)sc(C(C)=O)c1C,-25,-2,14,-12,0,4,-4,-6,2.4
Cc1ccc(/C=C2\SC(=S)N(CCCC(=O)NNC(=O)c3ccccc3O)C2=O)cc1,6,8,3,1,4,-1,1,-20,-9.2
CCOC(=O)CSc1n[nH]c(NC(=O)c2cccc(C)c2)n1,4,-2,0,7,2,-1,1,2,1.2
CN1CCN(C(=O)C(N)Cc2ccccc2)CC1 (configuration not stated),1,6,-2,4,3,-4,0,-1,0.4
Cc1cccc(NC(=O)COc2ccc3oc4c(c3c2)CCCC4)n1,-5,-3,-1,2,0,-4,2,-2,-1.1
O=C(NCc1cc(C(F)(F)F)cc(C(F)(F)F)c1)C1CC(c2cccc(F)c2)=NO1 (configuration not stated),4,2,-3,2,-4,2,1,0,1.8
O=C(/C=C/Nc1ccc(F)c(F)c1)c1cccs1,-6,-3,3,-5,1,4,-1,-1,-7.0

# An excerpt from above, reduced to MCL1 BIM primary and Bcl-xL primary:
mol	MCL1 BIM primary	Bcl-xL primary
Cn1c(N2CCCCC2)nc2c1c(=O)[nH]c(=O)n2C	-7	6
O=C(c1ccccc1)c1ccc(C(=O)N2CCCC(C(F)(F)F)C2)cc1 (configuration not stated)	-4	3
Cc1csc2ncnc(N3CCN(C(=S)Nc4ccc(F)cc4F)CC3)c12	10	11
CCCc1nc2ccccc2c(=O)n1/N=C/c1ccccc1O	1	0

# (list continues)
SMILES,MCL1 BIM primary,GSTO1 counter,TPT1 inhibitor,Bcl-xL primary,GLD-1 TGE inh,PME-1 primary,PAD4 inh,Fam108B counter,MEX-5 binding
CCN1C(=O)[C@H]2[C@@H](c3ccc(-c4cccc(Cl)c4)cc3)N3CCCC[C@@]3(C(=O)OC)[C@H]2C1=O,1,-3,2,0,5,-4,1,-1,0.5
O=C(c1ccccc1)N(Cc1ccc2c(c1)OCO2)Cc1nc2ccccc2c(=O)[nH]1,5,8,-2,7,-2,5,0,0,-0.7
COc1ccccc1Oc1nc2c(c(=O)n(Cc3ccccc3F)c(=O)n2C)n1C,3,3,0,4,1,1,6,-3,-3.9
O=[N+]([O-])c1ccccc1-c1nc(-c2ccc(Br)o2)no1,12,0,1,6,4,3,-6,-1,-1.1
COc1cccc(/C(C)=N/NC(=O)c2ccc(N(C)C)cc2)c1,10,27,2,3,3,-7,9,-1,1.3
CC(CCc1ccccc1)NC(=O)c1ccc(NC(=O)c2ccc(Cl)cc2Cl)cc1 (configuration not stated),-2,5,-2,-2,7,-1,-1,-6,1.6
CC(C)(C)c1csc(NC(=O)c2ccc3nccnc3c2)n1,-5,-3,11,-4,-6,-9,3,-2,-2.3
CCC(C)(C)n1nnnc1C(c1ccc(OC)c(OC)c1)N1CCN(C(=O)c2ccco2)CC1 (configuration not stated),5,4,3,7,3,2,-9,7,0.4
COc1ccc(C(C)(C)C)cc1NC(=O)COC(=O)c1ncc(Cl)c(Cl)c1Cl,12,3,-4,7,-7,25,-1,-7,0.9
CCOc1ccc(C2N(c3ccc(F)cc3)C(=O)C3CCCN32)cc1OC (configuration not stated),0,0,-1,1,-5,1,-1,-3,3.0
COc1ccccc1N(CC(=O)NCC1CCCO1)C(=O)CNS(=O)(=O)c1ccc(C)cc1 (configuration not stated),-2,10,-1,4,10,-11,-5,-1,2.6
CCC(C)(C)n1nnnc1C(c1ccncc1)N1CCN(c2cccc(OC)c2)CC1 (configuration not stated),0,4,2,4,6,4,3,6,-1.5
Cc1ccc2nc(SCC(=O)NCc3cccs3)c(C#N)cc2c1,1,4,-5,8,7,4,-3,-1,2.5
Cc1c(C(=O)NC2CCCCC2)oc2ccc(F)cc12,0,11,2,4,2,-6,5,-2,-2.8
Cc1ccc(C(=O)N2N=C(c3cccc(NS(C)(=O)=O)c3)CC2c2cccs2)cc1 (configuration not stated),2,-6,-4,-2,-2,-3,3,-2,-1.5
O=C(c1ccc(N2CCCCCC2)c([N+](=O)[O-])c1)N1CCc2ccccc21,3,-2,1,-2,-5,-2,0,-2,0.3
COc1ccc(C(=O)Nc2n[nH]c(-c3ccncc3)n2)cc1,2,9,-2,4,4,-13,4,0,-1.3
CCCCCCC(=O)NN1CCN(C)CC1,-2,1,1,3,7,2,-2,5,0.0
Cc1ccc(NC(=O)C2(c3ccc([N+](=O)[O-])cc3)CCCC2)cc1,4,13,-3,0,2,-5,3,2,0.5
CCCC(=O)Nc1ccccc1NC(=O)c1ccc(OCC)cc1,-2,-9,-1,0,-6,-1,-4,-3,1.0
Cc1cc(NNC(=O)c2cccc(C(F)(F)F)c2)nc2c1c(C)nn2C,7,12,-3,0,0,2,2,0,-13
CCN(CC)S(=O)(=O)c1ccc(-c2nnc(SCC(=O)Nc3ccc(OC)cc3)o2)cc1,3,5,0,9,-3,-8,-5,-10,-2.2
CC(NC(=O)c1cc(S(=O)(=O)N2CCCC2)cn1C)c1ccccc1 (configuration not stated),-4,-1,2,2,3,4,-2,1,-0.8
COc1ccccc1CNS(=O)(=O)c1cc2c3c(c1)C(C)C(=O)N3CCC2 (configuration not stated),3,1,0,10,0,12,-2,0,-1.4
O=c1cc(NCCO)c2ccccc2o1,10,11,-6,3,1,-3,3,2,3.9
CC(=O)NC1=NC(=O)/C(=C/c2cn(C(C)=O)nc2-c2ccccc2)S1,-9,-1,31*,4,-32,-2,-5,-2,15
COc1ccccc1CN1C[C@@H]2C[C@@H](c3ccccc3C)N3CCC[C@@]23C1=O,-2,6,1,0,3,3,1,-2,-0.5
Cc1ccc(C)c(NC(=S)NCCN2CCOCC2)c1,11,0,-1,2,1,-4,0,-3,1.9
C=CCn1c(SCC(=O)NCc2ccccc2)nnc1-c1ccccc1O,-8,7,9,-6,3,-2,-1,4,-2.8
Cn1c(=O)[nH]c2ncn(C)c2c1=O,-4,2,-2,0,5,1,2,0,-1.8
Cc1ccc(Nc2nc(COC(=O)C3CC3)cs2)cc1,-13,11,6,-7,-9,2,-2,-1,-1.3
O=c1c2ccccc2nc(-c2ccccc2)n1CCCN1CCOCC1,1,5,2,2,0,3,1,1,0.4
COc1cc([N+](=O)[O-])c(C(=O)N2CCOCC2)c([N+](=O)[O-])c1,5,8,-1,8,-5,-2,-1,7,2.5
CCCCc1ccc(NC(=O)Nc2c(C)n(C)n(-c3ccccc3)c2=O)cc1,13,1,-3,8,-2,6,-3,-4,-1.1
O=C(c1ccc2ccccc2c1)C1CCCN(C(=O)CCn2cnnn2)C1 (configuration not stated),5,-8,1,7,-1,11,-1,0,-1.2
COC(=O)c1ccc(NC(=O)CS(=O)(=O)Cc2ccccc2)cc1,3,5,-1,2,-9,-1,-3,-2,0.4
CCC(=O)N1CCN(c2ccc(NC(=O)c3ccc4c(c3)OCCO4)cc2)CC1,4,11,-2,2,-2,-1,-2,-1,1.5
C=CCn1c(SCC(=O)NCC2CCCO2)nc2scc(-c3ccco3)c2c1=O (configuration not stated),-2,5,4,0,-1,1,-1,0,0.1
COc1ccccc1CNC(=O)COC(=O)Cc1c(F)cccc1Cl,-22,-1,1,-11,-11,-7,5,4,-2.9
CN1c2ccccc2N(C)C1c1ccc2c(c1)OCO2,6,3,-3,6,-1,3,-1,5,1.5
O=C(CCCC(=O)OCC(F)(F)C(F)F)Nc1ccccc1F,3,-4,2,1,4,-2,-1,-5,-3.0
Cc1nc(NC(=O)CSc2nnc(-c3ccc4c(c3)OCO4)o2)c(Cl)cc1Cl,-2,-8,-1,-5,4,-7,-4,1,3.0
Oc1ccccc1C(=S)N1CCCCC1,12,16,5,8,-3,-6,-2,-4,2.1
COC(=O)CSc1nc(Cc2ccccc2)nc2ccccc12,-3,-29,-1,4,-3,-3,-2,0,0.6
CCOC(=O)c1sc2nc(C)cc(C)c2c1NC(=O)c1ccco1,-1,3,0,2,5,-1,1,3,-2.8
Cc1cc(S(=O)(=O)NCCN2CCOCC2)ccc1Cl,6,-7,-6,1,0,2,-2,2,-1.3
CC(C)CNS(=O)(=O)c1ccc(CCC(=O)NCc2ccc(Cl)cc2)cc1,7,-2,-2,3,4,9,3,0,1.4
CC(C(N)=O)N1C(=O)C2C3C=CC(C3)C2C1=O (configuration not stated),5,-3,-2,6,3,0,2,0,3.7
Cc1ccc(N2C(=O)CSC23C(=O)Nc2ccccc23)cc1 (configuration not stated),8,2,4,3,-1,-1,16*,-3,0.1
CCCNC(=O)C(=O)NCCC1=CCCCC1,-4,0,-2,0,-3,1,0,-3,1.8
c1cc(-c2sc(-c3ccncc3)c(-c3ccncc3)c2-c2ccncc2)ccn1,15,1,9,18,1,-7,3,0,-8.0
CCCCCOc1ccc(C2C(C(=O)c3ccc(C)o3)=C(O)C(=O)N2c2cc(C)on2)cc1 (configuration not stated),4,1,2,7,-8,-2,-9,-2,0.0
COc1ccc(NC(=O)c2cccs2)cc1O,0,-3,-1,9,1,0,-1,-1,1.5
NC(=O)c1cccc(C(N)=O)n1,5,-4,-4,3,-3,-8,3,2,-0.9
Oc1c(C(c2ccccn2)N2CCOCC2)ccc2cccnc12 (configuration not stated),25,-11,1,12,-3,1,4,2,17

# A portion of the library; rates above refer to the full screens.
